Assay outcomes: PubChem BioAssay, National Center for Advancing Translational Sciences (NCATS)
ERK EGF inh: blocks ERK signaling stimulated by EGF | HEK293-V1b, EGF-stimulated phospho-ERK AlphaScreen | Potency, µM (highest dose often 11.5 µM), for inactives: top-dose activity change, negative = inhibition, most hits filed as inhibitors | actives 0.41% (n = 130,000); active = well fitted inhibition curve with a large enough effect; inconclusive = small, poorly fitted or top-dose-only effect, or effect the other way;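 note: plate controls were stimulated vehicle wells for no effect and unstimulated vehicle basal for full effect; nearly all actives have a fitted effect of over 55% in size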
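Homogeneous cell-based phospho-ERK assay: HEK293/V1b cells in 1% FBS, compound 30 min then EGF 5 min, AlphaScreen luminescence. Activity normalized between DMSO and 25 nM EGF controls; AC50 from Hill modelling.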
* hit, by the source's call; ? = inconclusive; [ ] = remark or other dose. Potency is the fitted concentration of half-maximal effect. Only part of the results is shown, so the mix of outcomes need not match the whole.

SMILES	ERK EGF inh
CC(=O)c1cc2c(C)c(C(=O)c3ccccc3)oc2cc1O	10.2%
CCOC(=O)N1CCN(C(=O)CSc2ccc3nnc(CCNC(=O)c4ccccc4)n3n2)CC1	-0.5%
Cc1ccc(Nc2nc(C)nc3c2oc2ccccc23)cc1	-7.5%[57.5 µM]
CCOc1ccc(S(=O)(=O)NC(C)C)cc1C(N)=O	-4.2%
CC(C)(C)NC(=O)NC(=O)COC(=O)c1cccc(NS(=O)(=O)c2ccc(F)c(F)c2)c1	5.6%
COc1ccc(NC(=O)C(C)SCc2ccccc2)cc1 (configuration not stated)	0.2%
CCN1C(=O)C(=O)N(CC(=O)Nc2ccccc2Oc2ccccc2)C1=O	3.3%
Cc1cc(OCC(=O)N(C)C2CCCCC2)cc(C)c1Cl	-1.3%
CC1CC(C)CN(CCCNC(=O)c2cc3c(=O)[nH]c4ccccc4c3n2C)C1 (configuration not stated)	?
Cc1cccc(Nc2nc(N3CCCCC3)nc(N3CCCCC3)n2)c1	-18.1%
C=CCOc1ccccc1CNCCNC(=O)c1nonc1N	6.8%
O=C(Nc1ccc(Cl)cn1)C1COc2ccccc2O1 (configuration not stated)	-3.4%
O=C(O)c1cccc(N2C(=O)CSC2c2c(F)cccc2Cl)c1 (configuration not stated)	-1.9%
COc1cc(O)c(C(CCN2CCN(c3ccccc3)CC2)c2ccc3c(c2)OCO3)c(OC)c1 (configuration not stated)	?
Cc1cc(C)cc(OCC(=O)N2N=C(c3cccnc3)CC2(O)C(F)(F)F)c1 (configuration not stated)	-1.4%
CN(C)C(=S)Nc1ccc2c(c1)OCO2	1.0%
COc1ccccc1/C=N/NC(=O)c1ccc(Br)cc1	?
Cc1nnc(N/N=C/c2ccco2)n1N	-2.7%
CC(C)c1onc(C(=O)N(C)C2CCCCC2)c1[N+](=O)[O-]	-7.7%[57.5 µM]
CCc1ccccc1NC(=S)N(CCCN1CCOCC1)Cc1cccs1	-1.9%
CCOC(=O)c1nnc2cc(C)nn2c1C	2.1%[57.5 µM]
CNS(=O)(=O)c1cccc(C(=O)OCC(=O)Nc2cc(F)ccc2F)c1	10.5%
COc1ccc(C(=O)N/C(=C/c2cccc3ccccc23)C(=O)NCCc2c[nH]c3ccccc23)cc1OC	0.7%
O=C(OCC(=O)N1CCCCCC1)c1ccc(S(=O)(=O)N2CCOCC2)cc1	-2.3%[57.5 µM]
Cc1sc(N)c(C#N)c1C	-4.9%
CC(=O)Nc1ccc(C(=O)Nc2nc(-c3cc(C)n(Cc4ccccc4)c3C)cs2)cc1	1.2%
Cc1sc(NC(=O)COc2ccccc2)c(C#N)c1C	?
CCN(CC)S(=O)(=O)c1cccc(-n2c(O)c(C=Nc3ccccc3C(=O)O)c3ccccc3c2=O)c1	3.4%[57.5 µM]
O=C(OCc1cncs1)c1ccccc1Cl	-7.3%
Cc1ccc(Cn2cccc(NC(=O)CCC3CCCC3)c2=O)cc1	6.5%[57.5 µM]
COC(=O)c1ccc(NC(=O)c2ccc(NC(=O)C3CCCO3)cc2)cc1 (configuration not stated)	7.7%
CC(C)(C)C(=O)Nc1ccc(N2CCN(S(C)(=O)=O)CC2)cc1	7.8%
CN(C)Cc1ccccc1-c1cc(N(C)C)ncn1	15.2%
COc1cc(/C=N/OCC(=O)Nc2cc(C)on2)ccc1OCc1ccccc1	7.6%
Cc1cccc(NC(=S)NCc2ccncc2)c1C	9.0%
CC[C@H](C)[C@H](NC(N)=O)C(=O)Nc1ccccc1F	-4.1%
CC(C(=O)NCCS(=O)(=O)c1ccc(Cl)cc1)S(=O)(=O)c1ccccc1 (configuration not stated)	-8.3%
CN(C(=O)c1ccc2c(=O)n3c(nc2c1)CCCCC3)c1ccccc1	-2.4%
COc1ccc2c(COC(=O)CNC(=O)C34CC5CC(CC(C5)C3)C4)cc(=O)oc2c1	-3.0%
Cc1ccc2oc(=O)n(CC(=O)OCCC(C)C)c2c1	-2.5%[57.5 µM]
O=C(CSc1nnnn1-c1ccc(F)cc1)NCc1cccs1	-10.2%
O=C(Cn1cc(/C=N/NC(=O)c2ccccc2Br)c2ccccc21)Nc1ccc(F)cc1	-0.3%
O=C(COc1ccc2ccccc2c1Br)NCc1ccccn1	-12.0%
NS(=O)(=O)c1ccc(NC(=S)NCc2cccs2)cc1	-11.6%
O=C(NCc1ccncc1)NC1CCCCC1	0.0%
NC(N)=NNC(=O)c1ccccc1Cl	-2.4%
CCC(C)(C(=O)NC1CCCC1)N(C)C(=O)Cc1c[nH]c2ccccc12 (configuration not stated)	-0.8%
Clc1ccc(CSc2ncn(-c3ccccc3)n2)cc1	8.0%
CCOC(=O)c1cn(Cc2ccc(Br)cc2)nn1	-2.1%
COc1ccc(-n2cc(CNCc3cnc4ccccn34)c(-c3cccc(F)c3)n2)cc1	?
CC(=O)Nc1ccc(N2C(=O)CC(Sc3nc4ccccc4s3)C2=O)cc1 (configuration not stated)	-7.3%
CCCCc1cn([C@@H](CCCCNC(=O)OC(C)(C)C)C(=O)N2CCN(C(=O)OC(C)(C)C)CC2)nn1	-6.8%[57.5 µM]
O=C(COC(=O)c1cnc(Cl)c(Cl)c1)NCc1ccco1	0.1%
CC(=O)c1cccc(NC(=O)c2ccc(NS(C)(=O)=O)cc2)c1	-3.1%
O=C(NCC1CCCO1)C1CCCN1C(=O)Nc1ccc(Cl)cc1 (configuration not stated)	8.0%
CN(C)CCCNc1ncnc2sc(-c3ccccc3)cc12	-12.7%[57.5 µM]
Cc1cc(C)nc(SCC(=O)NNC(=O)c2cccs2)n1	-2.3%
O=C(N/N=C/c1ccc2c(c1)OCO2)c1cc(-c2ccc(F)cc2)nc2ccccc12	14.2%
CCCC(=O)Nc1ccc(Cl)c(NC(=O)c2cccc(OC)c2)c1	1.8%
CCOc1ccc(CC2c3cc(OCC)c(OCC)cc3CCN2C(=O)CN2CCN(C)CC2)cc1OCC (configuration not stated)	-4.6%[57.5 µM]

Further compounds
SMILES	ERK EGF inh
CCC(CC)NC(=O)Nc1ccccc1C(F)(F)F	?
CCN(CC)S(=O)(=O)c1cccc(C(=O)N/N=C2\CCCC(=O)C2)c1	0.4%[57.5 µM]
O=C(O)Cn1ncc2ccccc2c1=O	4.8%
CCOC(=O)c1sc(NC(=O)c2ccccc2F)c(C(N)=O)c1C	8.0%
Cc1ccc(C)c(NC(=O)C(=O)NCCCN2CCOCC2)c1	-2.9%
COC(=O)C1=C(Nc2cc(Cl)cc(Cl)c2)CSC1	11.1%[57.5 µM]
CCc1nnc(NC(=O)CSc2nnc(Cc3cccn3C)n2CCOC)s1	6.0%
COc1cc(C=C2C(=O)c3ccccc3C2=O)ccc1O	-9.0%[57.5 µM]
N/C(=N/OS(=O)(=O)c1ccc([N+](=O)[O-])cc1)c1ccncc1	-1.8%[57.5 µM]
O=C(CSc1ccccc1C(=O)O)NC12CC3CC(CC(C3)C1)C2	-2.3%[57.5 µM]
COc1ccc(OC)c(NC(=O)CSc2nnc(-c3cccnc3)s2)c1	-2.1%
Cc1ccc(S(=O)(=O)N2CC=C(C(=O)NCc3ccc(F)cc3)CC2)cc1	3.2%
O=C(CCN1C(=O)/C(=C/C=C/c2ccccc2)SC1=S)Nc1nc2ccccc2s1	-4.8%
Cc1ccccc1NC(=S)N(CCN(C)C)C(C)c1ccco1 (configuration not stated)	-5.4%
CC(=O)C1=C(O)C(=O)N(C2CCCCC2)C1c1ccccc1 (configuration not stated)	4.2%
CN(C)CCN1C(=O)C(O)=C(C(=O)c2cc3ccccc3o2)C1c1ccc(N(C)C)cc1 (configuration not stated)	1.4%
O=C1CN(Cc2cc(=O)oc3cc4c(cc23)CCC4)CCN1	-2.0%
CCN1C=C(C(=O)OC)C(c2cccc(OC)c2OC)C(C(=O)OC)=C1	4.1%
CCOC(=O)c1c(-c2ccccc2)csc1NC(=O)COc1ccc2c(C)cc(=O)oc2c1	-6.7%
O=c1c(Br)c(N2CCOCC2)cnn1-c1ccccc1	-10.5%
CCOC(=S)SCC(=O)N1CCc2cc(OC)c(OC)cc2C1C1C(=O)CC(C)(C)CC1=O (configuration not stated)	1.8%
C(=N\n1c2ccccc2c2ccccc21)/c1ccccc1	5.7%
O=C(N/N=C1\NC(=O)C(CO)(CO)S1)c1ccccc1	4.7%[57.5 µM]
COc1ccc(-c2cc(C(=O)NCc3cccs3)no2)cc1	-1.9%[57.5 µM]
CCOC(=O)c1ccc(NC(=S)NCCc2ccc(F)cc2)cc1	-3.1%
COc1ccc(/C=C(\C#N)C(=O)OC2CCOC2=O)cc1 (configuration not stated)	2.7%
Cc1cc(-c2cccs2)c(C#N)c(=S)[nH]1	2.7%[57.5 µM]
O=[N+]([O-])c1ccc(NNC(=S)Nc2ccc(F)cc2)cc1	0.0%
Cc1noc(NS(=O)(=O)c2ccc(NC(=O)c3ccc(N4C(=O)c5ccccc5C4=O)cc3)cc2)c1C	-6.3%
O=[N+]([O-])c1cc(Cl)ccc1-c1nc(-c2ccncc2)no1	-3.5%
Cn1c(=O)c2c([nH]c(OCc3ccc(Cl)cc3Cl)[n+]2Cc2ccc(F)cc2)n(C)c1=O	-0.3%[57.5 µM]
CC(=O)N1CCC(N(CCN2CCOCC2)C(=S)Nc2cccc(C)c2C)CC1	3.8%
Cc1ccc2c(c1)sc(=NC(=O)C1CC1)n2C	-2.0%[57.5 µM]
CCOC(=O)c1cncc(C#CCO)c1	1.3%[57.5 µM]
CCCCCC(=O)N/N=C/c1ccco1	-1.9%
O=C(CCNC(=O)c1ccccc1)Nc1cccnc1	-0.4%[57.5 µM]

5 entries picked at random from those above:
SMILES	ERK EGF inh
O=C(NCc1ccncc1)NC1CCCCC1	0.0%
Clc1ccc(CSc2ncn(-c3ccccc3)n2)cc1	8.0%
NS(=O)(=O)c1ccc(NC(=S)NCc2cccs2)cc1	-11.6%
CCN(CC)S(=O)(=O)c1cccc(-n2c(O)c(C=Nc3ccccc3C(=O)O)c3ccccc3c2=O)c1	3.4%[57.5 µM]
CCOC(=O)c1sc(NC(=O)c2ccccc2F)c(C(N)=O)c1C	8.0%

New compounds follow.
SMILES	ERK EGF inh
CCOC(=O)C1CCCN(C(=O)c2cc(-c3ccc(F)cc3)nc3ccccc23)C1 (configuration not stated)	-8.4%
Cc1ccccc1OCC(=O)NNC(=O)Nc1ccccc1	1.5%
Cc1occc1C(=O)N/N=C/c1sc(N2CCOCC2)nc1-c1ccccc1	-6.1%
Cc1ccc(NC(=O)COC(=O)c2ccccc2Cl)cc1S(=O)(=O)N(C)C	0.7%
Cc1ccc2oc(-c3ccccc3)c(O)c(=O)c2c1	5.9%
Cc1nc2ccccc2n1C(=O)c1ccc(Cl)cc1[N+](=O)[O-]	9.4%
Cc1cccc(N(Cc2ccccc2)C(=O)CCl)c1	-6.6%
COC(=O)CCC(=O)OC1(C)C(=O)C=C2C=C(CCCNC(=O)OC(C)(C)C)OC=C2C1=O (configuration not stated)	-6.1%

Of the compounds above, these contain a furan ring, fused or not.
SMILES	ERK EGF inh
CC(=O)c1cc2c(C)c(C(=O)c3ccccc3)oc2cc1O	10.2%
Cc1ccc(Nc2nc(C)nc3c2oc2ccccc23)cc1	-7.5%[57.5 µM]
Cc1nnc(N/N=C/c2ccco2)n1N	-2.7%
O=C(COC(=O)c1cnc(Cl)c(Cl)c1)NCc1ccco1	0.1%
Cc1ccccc1NC(=S)N(CCN(C)C)C(C)c1ccco1 (configuration not stated)	-5.4%
CN(C)CCN1C(=O)C(O)=C(C(=O)c2cc3ccccc3o2)C1c1ccc(N(C)C)cc1 (configuration not stated)	1.4%
CCCCCC(=O)N/N=C/c1ccco1	-1.9%
Cc1occc1C(=O)N/N=C/c1sc(N2CCOCC2)nc1-c1ccccc1	-6.1%
